# HCMV antiviral: human cytomegalovirus inhibition; HFF cells, HCMV-luciferase reporter, 72 h; active compounds read low; activity change, negative = inhibition, % at 57.5 µM; 410,000 compounds, 4.5% hits; AID 1259415; in the data active = activity change below about -60%; inconclusive = no clear call, values can overlap the other calls; inactive = above about -39%; also: % is scaled to controls: 0 for no effect and ±100 for the full control effect
#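 Screen run at 2 compound doses on HFFs infected with reporter HCMV, MOI 1 PFU/cell. Luciferase activity from cell lysates at 72 h post infection gave inhibition relative to buffer-only and Salinomycin wells.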
# Cycloheximide cs: affects cycloheximide protein synthesis inhibition readout, counter-screen | cell reporter, cycloheximide protein synthesis inhibition counterscreen | max response, % | 300,000 compounds, 12% hits | AID 2314; in the data active = max response mostly above about 13%, no sharp cut-off; inactive = mostly below about 14%; also: read at 38.3 µM for the half of the compounds with a filed dose; 0% is about no effect
# Shiga inhibitor: blocks Shiga toxin action in Vero cells. inhibition, % at 38.7 µM. 290,000 compounds, 9.2% hits. Vero cells, Shiga toxin protein synthesis inhibition reporter; in the data active = inhibition mostly above about 28%, no sharp cut-off; inactive = mostly below about 43%; also: 0% is about no effect
# AmpC no deterg: inhibitors of E. coli AmpC beta-lactamase without detergent; P00811; AmpC nitrocefin hydrolysis, absorbance 480 nm, 0.0001% Triton; Potency, µM (doses to about 57.1 µM), for inactives: at the top dose activity change, negative = inhibition, most hits filed as inhibitors; 330,000 compounds, 0.52% hits;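 also: potency is read from the fitted curve at half-maximal effect; plate controls were no compound for no effect and no enzyme for full effect; nearly all actives have a fitted effect of over 20% in size; some results filed as inactive show a strong effect at the top dose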
# Target sequence (P00811 whole entry, looked up): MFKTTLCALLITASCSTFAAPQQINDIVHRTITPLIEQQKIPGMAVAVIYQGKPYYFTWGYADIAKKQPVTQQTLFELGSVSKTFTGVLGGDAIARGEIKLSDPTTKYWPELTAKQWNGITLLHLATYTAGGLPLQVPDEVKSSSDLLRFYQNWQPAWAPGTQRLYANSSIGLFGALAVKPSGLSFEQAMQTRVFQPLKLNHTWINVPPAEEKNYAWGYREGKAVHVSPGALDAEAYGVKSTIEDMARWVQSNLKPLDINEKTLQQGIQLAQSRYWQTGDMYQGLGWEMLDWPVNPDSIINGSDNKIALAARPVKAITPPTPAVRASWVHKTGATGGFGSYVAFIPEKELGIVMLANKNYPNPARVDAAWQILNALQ
#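 AmpC (5.3 nM in the dispensed reagent) in 20 mM phosphate pH 7.0 with 0.01% (detergent screen) or 0.0001% Triton X-100 was preincubated with compounds for 15 min at room temperature. Nitrocefin was then added from an 800 uM solution, and hydrolysis was followed at 480 nm.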
# AMA1 RON2 block: disrupts binding of P. falciparum AMA1 to RON2; AlphaScreen AMA1-biotinylated RON2 peptide binding; Potency, µM (doses to about 58.2 µM), without a hit: at the highest dose activity change, negative = inhibition, actives largely listed as inhibitors; 360,000 compounds, 0.2% hits; AID 720542;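 also: potency is read from the fitted curve at half-maximal effect; 0% = vehicle wells and -100% = peptide control; nearly all actives have a fitted effect of over 45% in size; some results filed as inactive show a strong effect at the top dose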
#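 AMA1 (3D7) with his tag at 25 nM final met compounds first, then biotinylated RON2 peptide at 25 nM; detection used donor plus acceptor beads, 10 µg/mL apiece, read by AlphaScreen after 30 min at room temperature.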
# AmpC detergent: AmpC beta-lactamase inhibition with detergent present; AmpC hydrolysis of nitrocefin, absorbance 480 nm, 0.01% Triton; Potency, µM (titrated, usually from 114 µM), without a hit: at the highest dose activity change, negative = inhibition, most hits filed as inhibitors; 370,000 compounds, 0.041% hits;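 also: potency is read from the fitted curve at half-maximal effect; 0% = no-compound wells and -100% = no-enzyme wells; nearly all actives have a fitted effect of over 25% in size; some results filed as inactive show a strong effect at the top dose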
#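 AmpC (5.3 nM in the dispensed reagent) in 20 mM phosphate pH 7.0 with 0.01% (detergent screen) or 0.0001% Triton X-100 was preincubated with compounds for 15 min at room temperature. Nitrocefin was then added from an 800 uM solution, and hydrolysis was followed at 480 nm.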
# Giardia FBPA inh: blocks Giardia fructose-bisphosphate aldolase activity; A8B2U2; purified Giardia FBPA; Potency, µM (doses to about 59.6 µM), for inactives: top-dose activity, negative = inhibition, usual class: inhibitors; 290,000 compounds, 0.71% hits; also: potency is read from the fitted curve at half-maximal effect; % is scaled to controls: 0 for no effect and ±100 for the full control effect; nearly all actives have a fitted effect of over 55% in size
# Target sequence (A8B2U2 whole entry, looked up): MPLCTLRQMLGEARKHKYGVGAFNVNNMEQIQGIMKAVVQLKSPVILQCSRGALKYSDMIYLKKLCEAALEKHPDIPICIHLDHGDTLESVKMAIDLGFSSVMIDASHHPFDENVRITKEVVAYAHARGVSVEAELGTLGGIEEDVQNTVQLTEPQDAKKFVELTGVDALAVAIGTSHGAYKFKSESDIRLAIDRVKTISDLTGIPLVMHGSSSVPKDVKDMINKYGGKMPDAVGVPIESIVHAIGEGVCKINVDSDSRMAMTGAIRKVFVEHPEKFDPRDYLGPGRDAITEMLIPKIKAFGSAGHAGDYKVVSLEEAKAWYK
#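 Giardia FBPA (40 nM reagent) was preincubated 10 min at RT with compound (up to 57.5 uM final), then substrate plus GAPDH/TPI/NAD/arsenate coupling system with diaphorase/resazurin was added; resorufin fluorescence (525/598 nm) was read after 20 min.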
# An asterisk follows results filed as active; ? = inconclusive; / = no result given; & = joins results of further samples; [ ] = another dose, or the depositor's remark. Unless noted, calls follow the shape of the dose curve; as a rule, active = well fitted curve in the direction sought with a large enough effect; inconclusive = small, poorly fitted or top-dose-only effect, or another doubt; inactive = no such curve, though single readings can be large; an effect the other way counts as inactive or inconclusive.
# Each structure is followed by: HCMV antiviral	Cycloheximide cs	Shiga inhibitor	AmpC no deterg	AMA1 RON2 block	AmpC detergent	Giardia FBPA inh
CCC(=O)c1ccc(O)cc1
  -26	0	-7	-5%	1%	-2%	15%
COc1ccc(CCNCC(=O)Nc2ccc(OC(F)F)cc2)cc1
  3	-3	-18	-9%	-4%	-3%	-15%
Cc1ccc(NC(=O)CCNC(=O)c2ccccc2Cl)nc1
  7	5	14	-32%	-6%	6%	/
C/C(=N\NC(=O)c1ccc(C)cc1C)c1ccc(-n2ccnc2)cc1
  37	27*	35	-26%	2%	?	6%
CN1CCN(Cc2nc(-c3cccs3)no2)CC1c1ccccc1 (stereo not given)
  -18	-2	10	47%	-4%	-6%	3%
N/C(=N\OC(=O)CCc1ccccc1)c1ccc(Br)cc1
  18	38*	71*	-10%	33%[activator]	4%	0%
COC(=O)c1ccc(/C=C(\C#N)c2nc3ccccc3s2)cc1
  -5	12	37	-25%	-3%	-7%	0%
Cc1ccccc1-n1c(SCc2cc(=O)n3ccccc3n2)nc2[nH]ncc2c1=O
  12	-1	-16	-2%	22%	2%	-1%
COc1cccc(-c2ccc(=O)n(CC(=O)Nc3ccc(C(=O)N4CCCC4)cc3)n2)c1
  ?	-2	-14	90%[activator]	7%	-6%	1%
Cn1nc(C(F)(F)F)c(-c2ccc(F)cc2)c1NC(=O)c1cccnc1
  -12	-2	-16	36%	-3%	3%	2%
Cc1[nH]n(-c2ccc([N+](=O)[O-])cc2)c(=O)c1C=NCCc1c(C)[nH]c2ccccc12
  -10	-1	-12	-22%	42%[activator]	?	0%
CCCn1cnnc1CNC(=O)C1CCC(=O)N(CCCc2ccccc2)C1 (stereo not given)
  -5	5	0	0%	0%	-2%	17%
COC(=O)CN1C(=O)CC(C)(C)S(=O)c2ccccc21 (stereo not given)
  -16	-4	-7	1.3µM*	-2%	?	2%
CCOc1ccccc1NC(=O)CN1C(=O)COc2ccccc21
  21	-3	7	-21%	-1%	-13%	8%
Cc1nnc2ccc(-c3cccc(NC(=O)Cc4cccs4)c3)nn12
  0	-4	-16	-9%	-1%	-7%	-9%
O=c1c2ccccc2nc(-c2cccs2)n1-c1cccc2ccccc12
  -39	-2	2	-19%	-10%	?	4%
C=CCOn1c(=O)c(-c2ccc(Br)cc2)[n+]([O-])c2ccccc21
  -4	10	-9	-20%	1%	-4%	0%
CC(=O)c1cccc(NC(=O)c2ccc(N(C)S(C)(=O)=O)cc2)c1
  54	10	18	-16%	-1%	-14%	-17%
COc1ccc(N2CCN(S(=O)(=O)CCNC(=O)c3ccco3)CC2)cc1
  -22	/	/	-10%	4%	-14%	/
CCn1c(CC(=O)Nc2ccccc2)nnc1SCC(=O)N1CCOCC1
  7	-3	-10	-7%	10%	-7%	-17%
COc1ccc(C(=O)Nc2cc3c4c(c2)CC(=O)N4CCC3)cc1
  -10	/	/	-18%	-6%	-6%	/
c1ccc(NC2=NCCN2CC2CCCCCC2)cc1
  -9	/	/	-8%	-2%	-1%	/
N=c1oc2cc(O)ccc2cc1C(=O)Nc1ccccn1
  /	14*	52*	-5%	/	2%	-14%
NC1=NC(=O)C2(COC(c3ccccc3Cl)OC2)S1 (stereo not given)
  -25	-2	-8	-14%	18%	-6%	-3%
COc1cc(C(=O)NCc2nnc(SCC(=O)c3ccc(Cl)cc3)o2)cc(OC)c1OC
  4	2	-11	37%	70%[activator]	-6%	/
CC(C)c1ccc(NC(=O)C2CCN(S(=O)(=O)c3ccc4c(c3)NC(=O)CO4)CC2)cc1
  -68*	4	-10	-16%	7%	-2%	/
c1ccc(-n2nnnc2OCCOc2nnnn2-c2ccccc2)cc1
  2	-4	7	/	0%	-1%	-5%
CC1(C)SCC2C(=O)N3C(CSC3(C)C)C(=O)N21 (stereo not given)
  -21	-3	-8	-13%	-21%	-16%	5%
CC(=O)Nc1ccc(NC(=O)c2ccccc2S(=O)(=O)c2ccc([N+](=O)[O-])cc2)cc1
  -39	-1	6	-6%	-6%	3%	-5%
CSc1nc(C)c(CCOC(=O)c2cccc(Cl)c2)c(=O)[nH]1
  -35	-4	-1	-30%	27%	-15%	9%
Cc1ccc(C)c(SCC(=O)NC2CCS(=O)(=O)C2)c1 (stereo not given)
  7	/	/	-12%	-8%	1%	/
Cc1ccc(CSc2nnc(-c3cccs3)n2C)cc1
  -15	18	31	0%	6%	-3%	-2%
NC(N)=NS(=O)(=O)c1ccc(NC(=S)NC(=O)c2ccc3c(c2)OCO3)cc1
  -33	6	9	-38%	0%	-8%	-11%
COC(=O)C1=NN(c2ccccc2)C2(S1)SC(C(C)=O)=C(C)N2c1ccccc1 (stereo not given)
  -39	-3	-12	-17%	?	-2%	-7%
Cc1ccc(C(=O)Cn2c(C(=O)O)cc3ccccc32)cc1
  1	-1	-10	-20%	-21%	-13%	5%
COc1cccc(NC(=O)Cc2nnc(SCCOc3ccccc3)n2C)c1
  31	-3	-9	20%	-6%	0%	11%
CON(c1nc(Cl)nc(N(C)C)n1)S(=O)(=O)c1ccccc1Cl
  50	15	-15	-9%	-1%	-11%	-4%
CCCCCOC(=O)Cn1c(=O)oc2ccc(C)cc21
  -27	-3	22	-39%	24%	-11%	1%
CCc1nc2ccc(C(=O)NCCc3ccccc3OC)cc2nc1CC
  24&-4	6	3	59%	11%	?	3%
Cn1c2c(c(=O)c3ccccc31)CCCC2
  6	-2	-9	-1%	7%	?	-14%
O=C(CSc1nnc(CNc2ccc(F)cc2)n1CC1CCCO1)N1CCOCC1 (stereo not given)
  -98*	-1	-2	3%	0%	0%	-2%
CCCCN(C)C(=O)c1nc2ccccn2c1CN1CCN(c2ncccn2)CC1
  -24	1	-14	30%	14%	0%	0%
CCc1cccc(NC(=O)c2snc3c(=O)[nH]cnc23)c1
  2	19	25	-23%	12%	-8%	2%
O=C(CCNS(=O)(=O)c1ccc2[nH]c(=O)oc2c1)NCc1ccc(F)cc1
  -19	-2	1	-25%	7%	1%	/
CC(=O)Nc1ccc(OCc2ccc3c(c2)OCO3)cc1
  88	46*	167*	-3%	1%	10%	-2%
O=C(NC1CCCCC1)c1ccc(CNc2ccccc2)o1
  29	1	-3	-13%	1%	-5%	-1%
CCN(CC)c1ccc(C(=O)OCC(=O)Nc2cc3oc4ccccc4c3cc2OC)cc1
  -4	0	8	-16%	-8%	-2%	3%
N/C(Cc1cccs1)=N\OC(=O)COc1ccc(Br)cc1
  -3	30*	23	-16%	179%[activator]	-4%	0%
COCCn1c(SCC(=O)Nc2nc(C)cs2)nnc1C(C)C
  14	-4	-6	-3%	3%	-1%	-21%
O=S(=O)(N1CCOCC1)n1nnc2ccccc21
  -31	1	-4	-19%	?	-3%	3%
CN1C(C(=O)NCc2ccccc2)CC2Cn3c(nc4ccccc43)C21 (stereo not given)
  4	-6	-7	-1%	6%	1%	-2%
N#CCCN(Cc1ccncc1)C(=S)NC1CC2C=CC1C2 (stereo not given)
  16	0	-7	0%	3%	-5%	9%
Cc1cccc(N2N=C(C(=O)Nc3nc(C)cs3)CCC2=O)c1
  -21	-7	19	-34%	6%	-6%	-8%
O=C(CSc1nc2ccsc2c(=O)n1Cc1ccc(C(=O)O)cc1)NCC1CCCO1 (stereo not given)
  -10	-2	-7	-15%	-26%	?	8%
COc1ccc(NS(=O)(=O)c2cccc(C(=O)N/N=C/c3cn(-c4ccccc4)nc3-c3ccccc3)c2)cc1
  -22	-3	-6	-24%	-12%	7%	-11%
Cc1cccc(-n2c(O)c(C=Nc3ccc4c(c3)OCO4)c3ccccc3c2=O)n1
  -19	-4	-4	1%	9%	-7%	2%
Cc1nnc(NC(=O)CSc2nnc(-c3ccco3)n2C(C)C)s1
  39	-6	-3	-36%	-6%	-2%	?
COc1ccccc1-c1nnc(SCC(=O)N2CCCC2)o1
  59	9	40*	-4%	7%	-9%	-19%
CCOC(=O)c1c2ccc(OCC(=O)N/N=C/c3ccc(Cl)cc3)cc2n2ccccc12
  17	-1	15	-43%	/	-10%	-21%
COc1ccccc1CN1C[C@@H]2C[C@@H](c3cccc(C)c3)N3CCC[C@@]23C1=O
  -27	-3	-2	38%	-5%	2%	0%

# New compounds follow:
# Each structure is followed by: HCMV antiviral	Cycloheximide cs	Shiga inhibitor	AmpC no deterg	AMA1 RON2 block	AmpC detergent	Giardia FBPA inh
CCC(Oc1ccccc1)C(=O)NC1CCCCCC1 (stereo not given)
  7	-1	-7	-5%	-4%	0%	3%
CCOc1ccccc1N(CC(=O)Nc1ccc(S(=O)(=O)N2CCOCC2)cc1)S(=O)(=O)c1ccc(Cl)cc1
  -24	-5	-9	-5%[2.29 µM]	-3%	-7%	0%
CC(C)CC(=O)OC1C(N2CCOCC2)c2c(ccc(/C=C/C(=O)N3CCOCC3)c2O)OC1(C)C (stereo not given)
  2	-2	-3	188%[activator]	-11%	-13%	2%
COc1ccc(CCc2nnc(NS(C)(=O)=O)s2)cc1
  -13	-2	-1	-15%	0%	5%	-9%
Fc1ccccc1/C=N/n1c(-c2cccnc2)n[nH]c1=S
  -12	-1	-6	-7%	51%[activator]	?	-13%
CCOC(=O)C1CCN(S(=O)(=O)c2ccc3c(c2)CCN3C(=O)C2CCC2)CC1
  /	-3	-3	10%	-5%	1%	/
O=C(Nc1ccnn1C1CCN(Cc2ccccn2)CC1)c1cccc(F)c1
  -2	-1	11	43%	85%[activator]	?	0%
CCOCCOC(=O)COc1ccc2c(-c3ccccc3)cc(=O)oc2c1
  17	1	-7	34%	-15%	0%	1%
O=C(Cn1ncc2c3ccccc3n(Cc3ccccc3F)c2c1=O)N1CCN(c2ccccn2)CC1
  -24	-4	2	62%[activator]	10%	-5%	2%
COC(=O)C(C(=O)Nc1ccccc1C)C1CCCCCC1 (stereo not given)
  ?	-3	19	-11%	12%	9%	4%
COc1cc(OC)cc(-c2sc3ccc(OC)cc3c2C#CC(C)(C)O)c1
  132	/	/	78%[activator]	3%	-1%	/
CCOc1cc(NC(=S)NCCCN2CCOCC2)c(OCC)cc1NC(=O)C1CCCCC1
  16	-3	-13	61%[activator]	4%	2%	-2%
CCOc1ccccc1NC(=O)CC1Nc2cc(C)c(C)cc2NC1=O (stereo not given)
  -11	-2	17	-44%	3%	-1%	-16%

# Shown with bars between the fields: entries from further up.
compound | HCMV antiviral | Cycloheximide cs | Shiga inhibitor | AmpC no deterg | AMA1 RON2 block | AmpC detergent | Giardia FBPA inh
CC(C)CC(=O)OC1C(N2CCOCC2)c2c(ccc(/C=C/C(=O)N3CCOCC3)c2O)OC1(C)C (stereo not given) | 2 | -2 | -3 | 188%[activator] | -11% | -13% | 2%
COc1ccc(CCc2nnc(NS(C)(=O)=O)s2)cc1 | -13 | -2 | -1 | -15% | 0% | 5% | -9%
Fc1ccccc1/C=N/n1c(-c2cccnc2)n[nH]c1=S | -12 | -1 | -6 | -7% | 51%[activator] | ? | -13%
